phage Ecoli inh: E. coli growth loss with phage present. inhibition, % at 11.9 µM. hit rate 0.26% among 360,000. growth absorbance. AID 651602; in the data active = inhibition above about 11%
AddAB inh: less growth of phage-infected E. coli with AddAB | E. coli expressing H. pylori AddAB, absorbance growth | inhibition, % at 11.9 µM | hit rate 0.29% among 330,000; in the data active = inhibition above about 12%;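 also: 0% = vehicle wells of infected cells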
PKA-R1A act: activators of PKA-R1A complex; PKA-R1A dissociation, Cy5-IP20 fluorescence polarization; scaled: DMSO 0%, 113 µM cGMP 100%; activation, % at 11.4 µM; hit rate 0.083% among 340,000; AID 504707;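 active = percent activation above the mean of all tested compounds plus 3 SD, cut at about 19% in these data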;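 also: higher means more PKAc released from R1A so a rise in polarization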
Arrestin-AP2 inh: human beta-arrestin and AP2 interaction inhibition; hit rate 0.31% among 340,000; inhibition, % at 10 µM; FITC-arrestin peptide / GST-AP2 beads, flow cytometry; AP2 beta2 appendage carries R879A mutation;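 active = inhibition above a set limit, near 3 SD of compounds lacking own fluorescence, cut at about 54% in these data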;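 also: plate controls were DMSO wells for no effect and 5 µM unlabelled arrestin peptide for full effect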
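System: GST-tagged AP2 beta2-adaptin appendage (R879A) on 4 µm glutathione beads / Reagent: FITC-arrestin peptide, 50 nM / Detection: HyperCyt-sampled flow cytometry, FL1 channel, ex 488/em 535 nm / Timing: 12 min plus 1 h, RT / Buffer or medium: PBS plus Tween 20 (0.05%) and BSA (0.1%)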
SUMO Mot1 rescue: inhibitors of SUMOylation pathway: yeast Mot1-301 growth rescue; AID 2716; hit rate 1% among 320,000; growth rescue, % at 18.8 µM; S. cerevisiae Mot1-301 growth rescue, ATP luminescence, 38.5C; percent above DMSO median, 100 means doubled;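 active = every valid replicate shows activation above 250% relative to neutral control wells; inactive = the rest, any valid replicate at or below 250%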;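 also: OY570 slx delta 5 strain wells were the positive control but not used for scaling; some compounds called inactive have numbers as strong as hits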
Tat export inh: blocks Tat-dependent protein export in E. coli | E. coli MC4100 TorA-mCherry Tat export, fluorescence | inhibition, % at 10 µM | hit rate 0.036% among 340,000 | AID 488895;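 active = mean replicate inhibition at least 50% and at least half of replicates individually reaching 50%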;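 also: exported cargo escapes ClpAP degradation while cytoplasmic cargo is degraded and loses fluorescence; 0% = median of neutral control wells and 100% = median of NaSCN control wells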
DSG3 Ab inh: inhibitors of pemphigus antibody binding to human desmoglein-3. P32926. DSG3-coupled beads, scFv-anti-DSG3-GFP binding, flow cytometry; active compounds read low. binding (percent of control), % at 10 µM. hit rate 0.48% among 310,000;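 active = binding more than 3 SD below its plate's average and above zero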;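 also: hits lower antibody fragment binding to DSG3; some compounds called inactive have numbers as strong as hits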
E coli growth: counter-screen for AddAB inhibitors: E. coli growth inhibition; inhibition, % at 11.9 µM; hit rate 0.27% among 330,000; E. coli V3065 growth, OD600 absorbance, 18 h;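 active = inhibition above the campaign's mean inhibition across all tested compounds plus 3 SD, cut at about 9.9% in these data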;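 also: uninfected addAB+ strain grown without phage in ampicillin broth; 0% = DMSO wells and 100% = ciprofloxacin 0.95 µg/ml wells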
OPRM1-OPRD1 inv: inverse agonist of human OPRM1-OPRD1 heterodimerization; P35372+P41143; hit rate 0.21% among 340,000; cell-based MOR-DOR heterodimer luminescence, inverse agonism; inhibition, % at 9.3 µM; in the data active = inhibition above about 22%, passing the limit was not always enough;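 also: 0% = cells with DMSO and 100% = wells without cells with DMSO; values of inactives mirror those of a sister screen read the other way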
Target sequence (P35372 whole entry, looked up): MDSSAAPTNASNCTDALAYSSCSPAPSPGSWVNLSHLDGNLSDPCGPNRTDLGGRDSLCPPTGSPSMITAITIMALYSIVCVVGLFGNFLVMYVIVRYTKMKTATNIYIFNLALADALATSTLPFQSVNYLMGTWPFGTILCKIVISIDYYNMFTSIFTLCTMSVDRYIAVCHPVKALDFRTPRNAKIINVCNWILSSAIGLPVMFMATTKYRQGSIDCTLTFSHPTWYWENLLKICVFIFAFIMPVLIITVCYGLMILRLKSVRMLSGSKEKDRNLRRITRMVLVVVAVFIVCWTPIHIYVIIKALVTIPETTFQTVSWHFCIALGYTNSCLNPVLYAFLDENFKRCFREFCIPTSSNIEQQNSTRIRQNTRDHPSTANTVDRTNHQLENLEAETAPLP
Target sequence (P41143 whole entry, looked up): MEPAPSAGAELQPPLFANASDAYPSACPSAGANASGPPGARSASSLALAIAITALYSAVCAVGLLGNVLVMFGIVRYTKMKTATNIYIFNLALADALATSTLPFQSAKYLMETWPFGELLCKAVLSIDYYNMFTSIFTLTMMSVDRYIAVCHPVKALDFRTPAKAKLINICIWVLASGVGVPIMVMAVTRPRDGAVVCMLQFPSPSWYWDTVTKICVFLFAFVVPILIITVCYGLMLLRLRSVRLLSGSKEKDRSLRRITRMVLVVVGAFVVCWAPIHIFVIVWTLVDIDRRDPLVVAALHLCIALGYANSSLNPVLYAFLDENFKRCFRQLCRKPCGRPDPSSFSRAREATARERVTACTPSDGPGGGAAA
PfHsp90 set2: growth inhibition of yeast expressing Plasmodium Hsp90; S. cerevisiae expressing PfHsp90, BacTiter-Glo ATP, 48 h; yeast lacking PDR1 and PDR3 efflux regulators; inhibition, % at 9.4 µM; hit rate 0.32% among 310,000;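 active = every replicate shows inhibition above about 80%, whatever the replicate mean, limit read from the data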;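 also: 0% = DMSO neutral controls and 100% = 20 µM radicicol positive controls; yeast relying on Plasmodium falciparum Hsp90 in place of its own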
MOR-DOR ag: agonists of human mu-delta opioid receptor heterodimerization. P35372+P41143. hit rate 0.3% among 340,000. cells, OPRM1-OPRD1 heterodimerization, luminescence. activation, % at 9.3 µM; in the data active = activation above about 18%;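 also: 0% = vehicle-treated cells and 100% = reference agonist; values of inactives mirror those of a sister screen read the other way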
* hit, by the source's call; i = inactive; . = not tested or not shown.

SMILES	phage Ecoli inh	AddAB inh	PKA-R1A act	Arrestin-AP2 inh	SUMO Mot1 rescue	Tat export inh	DSG3 Ab inh	E coli growth	OPRM1-OPRD1 inv	PfHsp90 set2	MOR-DOR ag
Cc1cc(Cl)c(OCCOCCN2CCN(C)CC2)c(Br)c1	0.2	1.5	-2	9	-21	-1	101	0.2	16	9	-3.5
Cc1ccc(C(=O)Nc2nc3n(n2)C(c2ccccc2)CC(=O)N3)cc1 (centres undefined)	1.0	-0.8	.	1	-3	.	100	1.2	.	.	.
CN(C)C(=O)CSc1nnc(-c2ccco2)n1-c1ccccc1	0.5	.	-6	-6	.	-12	99	.	-3	-46	0.6
CCCn1c(SCC(=O)Nc2cccc(S(=O)(=O)NC3=NCCCCC3)c2)nc2ccccc2c1=O	4.0	0.1	.	-6	448	18	101	2.8	.	4	.
Cc1nc(C(=O)NNC(=O)c2ccc(Cl)cc2)cs1	-6.5	-4.8	-8	-14	-3	-3	96	-9.6	23	10	-4.5
Cc1cc(NC(=O)Cn2cnc3c2c(=O)n(C)c(=O)n3C)n(-c2ccccc2)n1	2.0	1.1	3	14	-10	3	99	1.9	.	7	.
NC(=S)N(c1ccccc1)c1ccccc1	2.1	0.8	5	-6	1	-5	101	2.6	4	16	-0.9
Cc1cc2occ(CC(=O)N(C)CC(=O)Nc3c(C)cccc3C)c2cc1C	0.3	-1.0	-13	12	47	5	.	-0.1	5	.	-0.9
Cc1ccc(C)c(SCC(=O)NC(=O)NC2CCCC2)c1	2.6	1.6	-10	-3	.	-2	102	-0.5	-21	-8	4.9
N#Cc1ccc(C23CC4(C2)[C@H](CN(Cc2ccc(C(F)(F)F)cc2)[C@@H]4c2ccccc2)C3c2ccccc2)cc1 (some centres undefined)	3.9	-0.8	6	0	-15	2	97	0.0	7	-9	-1.3
Cc1cccc(NC(=O)c2cccc(S(=O)(=O)Nc3ccccc3C(=O)O)c2)c1	2.1	0.6	-3	58*	6	-5	103	-2.8	9	2	-1.9
O=C(NCCCN1CCN(c2ccccc2F)CC1)C1CCC(=O)N1C1CCCCC1 (centres undefined)	0.8	-1.7	-13	2	6	1	86	1.4	6	8	-1.0
O=C(O)c1cccc(NC(=O)c2ccc(Cl)c(S(=O)(=O)N3CCCCCC3)c2)c1	4.9	3.4	0	6	4	-3	108	-2.7	-21	-1	2.8
O=C(CCCO)CCCCCCCCC[C@H]1N[C@H](CO)[C@@H](O)[C@@H]1O	0.3	5.0	-3	-9	4	0	105	1.1	13	26	-2.2
CN(Cc1ccc(Cl)cc1)C(=O)c1ccc(S(=O)(=O)NCc2ccco2)cc1	1.0	1.0	-2	-2	11	3	78	-2.3	-7	7	1.8
CCC(=O)Nc1ccc(S(=O)(=O)NCC2CCCO2)cc1 (centres undefined)	3.7	2.5	3	-36	-22	-1	111	0.7	13	1	-2.4
Cc1cc2[nH]cnc2c([N+](=O)[O-])c1C	3.2	-0.5	-6	-26	.	-12	104	0.9	4	-16	-0.7
CC1CC(CCN)(c2ccccc2)C(C)CN1C (centres undefined)	2.9	0.4	-14	1	12	-1	116	0.3	-16	2	3.0
CCOc1ccc(C(=O)Nc2cccc(-n3cnnn3)c2)cc1OCC	-0.6	0.8	-3	16	0	0	105	0.2	11	5	-2.0
O=C(Nc1ccncc1)c1ccc(NS(=O)(=O)c2ccc3[nH]c(=O)[nH]c3c2)cc1	-0.1	0.1	-3	-14	-15	10	104	1.6	3	10	-0.7
O=C1C2C3C=CC(C2C(=O)N1C1CCCCC1)C1C(=O)N(C2CCCCC2)C(=O)C31 (centres undefined)	1.9	2.7	4	-4	17	1	104	0.2	7	-10	-1.2
CCN1CCN(C(=O)C(C)Nc2ccc(OC)cc2OC)CC1 (centres undefined)	-0.9	-1.5	-10	24	-7	-7	100	0.1	-1	4	0.1
O=C(Nc1cccc(C(=O)O)c1)/C(=C/c1ccccc1)NC(=O)c1cccc(Br)c1	-0.8	-2.5	5	-4	-1	-1	101	-4.7	15	-12	-2.9
C[C@@H](NC(=O)[C@@H]1Cc2ccccc2CN1)C(=O)NC1CCCCC1	-0.9	0.6	-7	4	-20	-5	103	-0.8	8	-1	-1.5
Cn1nnc2cc(NC(=O)Nc3cccc(C(F)(F)F)c3)ccc21	-0.6	1.2	5	-12	430	-8	89	-0.7	1	-9	-0.1
More compounds.
SMILES	phage Ecoli inh	AddAB inh	PKA-R1A act	Arrestin-AP2 inh	SUMO Mot1 rescue	Tat export inh	DSG3 Ab inh	E coli growth	OPRM1-OPRD1 inv	PfHsp90 set2	MOR-DOR ag
Cc1ccc(C)n1-c1ccc(C(=O)NCc2ccncc2)cc1	2.1	-0.4	-9	-25	198	-3	99	1.5	4	10	-0.7
COc1ccc(NC(=S)N2C3CCC2CC(NC(=O)NC24CC5CC(CC(C5)C2)C4)C3)c(OC)c1 (centres undefined)	4.2	0.9	-5	1	-7	6	122	1.9	9	2	-1.5
Cc1ccc2ncccc2c1N	0.5	2.3	-2	15	-22	-3	103	-0.8	0	-5	0.1
Cc1ccc(-n2c(-c3ccncc3)n[nH]c2=S)cc1C	4.0	-0.8	2	7	4	-2	112	1.5	6	3	-1.0
COc1cc(NC(=O)COC(=O)c2nc3nc(C)cc(C)n3n2)cc(OC)c1	2.0	-1.4	-8	5	-12	-5	98	-0.6	-6	15	1.2
Cc1ccc(S(=O)(=O)C(C#N)c2nc3ccccc3nc2OCCO)cc1 (centres undefined)	0.8	1.8	-8	-7	30	-2	87	-1.9	-17	.	2.4
COC(=O)C1=C(C)N(Cc2ccccc2)C(=S)N[C@H]1c1ccc(Br)cc1	1.6	2.4	-2	-4	71	2	99	2.0	-26	-2	5.6
Cc1onc(-c2ccccc2)c1NC(=O)N(CCC(=O)O)Cc1ccccc1	-0.2	-2.1	.	-1	28	.	108	-0.4	.	.	.
N/C(=N\N=C\c1cccs1)SC1CC(=O)N(c2cccc([N+](=O)[O-])c2)C1=O (centres undefined)	2.9	0.5	-6	-17	-5	8	98	-0.6	18	-15	-3.1
COc1ccccc1N1CCN(C2=CC(=O)CCC2)CC1	-1.6	-1.4	-10	-8	-10	-1	96	-4.5	7	-45	-1.1
CN(C)S(=O)(=O)c1cccc(NC(=O)CN2C(=O)NC(CCc3ccccc3)C2=O)c1 (centres undefined)	4.4	-0.2	-8	37	.	-1	103	2.0	-14	31	2.6
CCOc1ccccc1NS(=O)(=O)c1ccc(OC)c(OC)c1	-1.8	-0.5	15	-2	952	-5	98	-0.2	2	.	-0.4
COc1ccc(NCCc2ccccn2)cc1	2.4	2.0	-4	14	19	0	108	-0.5	-1	-9	0.2
O=C(Nc1ccc(C(=O)N2CCCCC2)cc1)Nc1cccc(Cl)c1	3.2	2.5	-12	-19	-14	-7	102	1.0	-23	-6	3.3
Cc1ccc(C)n1CCN1CCN(C(=O)c2ccc(Cl)cc2)CC1	-1.9	1.3	-6	-4	-8	-8	.	-1.2	5	-4	-1.0
CCN(C(=O)CCN1C(=O)S/C(=C\c2ccccc2)C1=O)C1CCS(=O)(=O)C1 (centres undefined)	2.8	-0.1	-9	20	-5	-4	.	-2.3	14	-18	-2.6
CC(=O)c1cccc(NS(=O)(=O)c2ccc(-c3cnc(C4CC4)o3)cc2)c1	0.0	5.1	-14	-3	1	5	97	2.7	8	-22	-1.5
CCn1c(-c2ccc([N+](=O)[O-])cc2)n[nH]c1=S	1.8	-1.1	-5	7	-27	10	.	-2.2	-34	.	5.8
CCOC(=O)Cc1nnc(NC(=O)COc2ccc(F)cc2)s1	-1.0	2.0	-4	-6	-13	-1	107	-0.2	-2	-8	0.4
CCOc1ccc(S(=O)(=O)N(C)CC(=O)NCc2ccco2)cc1	0.1	3.2	0	8	-9	4	94	-1.6	-1	-10	0.1
CCCCNC(=O)c1cc2c(=O)n3cccc(C)c3nc2n(Cc2ccccc2)c1=N	3.6	0.6	-3	8	-15	-1	98	-0.2	9	13	-1.5
CCOC(=O)CCSc1nc(C)c2cc(C)c(C)cc2n1	2.2	-0.2	7	0	10	3	104	1.4	2	10	-0.3
COC(=O)c1cc2sccc2n1CC(=O)Nc1cc(OC)cc(OC)c1	2.3	5.2	-14	22	9	0	97	-0.9	-23	.	3.8
CCOC(=O)NCCc1c(C)nc2c(c(C)nn2C(C)(C)C)c1C	0.6	-4.1	-11	32	-22	-6	89	-4.5	-17	9	3.0
O=C(CCn1c(=S)[nH]c2cc3c(cc2c1=O)OCO3)NCc1ccccc1Cl	1.4	1.5	-18	1	-1	22	103	0.6	15	-12	-3.0
Continuation.
SMILES	phage Ecoli inh	AddAB inh	PKA-R1A act	Arrestin-AP2 inh	SUMO Mot1 rescue	Tat export inh	DSG3 Ab inh	E coli growth	OPRM1-OPRD1 inv	PfHsp90 set2	MOR-DOR ag
Cc1c(C(=O)NC(c2ccccn2)C(F)(F)F)oc2c(F)cccc12 (centres undefined)	-0.6	0.3	-6	6	91	-4	101	1.9	-14	-25	2.6
O=C(COC(=O)c1cccnc1Cl)Nc1ccc2c(c1)OCO2	3.0	-0.2	-18	8	-1	-12	121	-1.8	-5	.	1.0
CC(C)Oc1cccc(C(=O)C2CCCN(S(=O)(=O)C(C)C)C2)c1 (centres undefined)	2.5	1.7	2	-5	-26	-1	101	-0.3	4	-2	-0.7
COc1cc(CCC(=O)OCC(=O)Nc2ccc(Br)cc2F)cc(OC)c1OC	1.2	3.3	1	-5	6	-5	106	-1.3	-7	9	1.3
COc1cccc2cc(C(=O)C3=C(O)C(=O)N(Cc4ccco4)C3c3cccnc3)oc12 (centres undefined)	.	0.1	-2	-1	1	5	112	-1.7	4	-7	-0.7
O=C(c1cccc(Cl)c1)c1nn(-c2ccccc2)c(=O)cc1C(F)(F)F	1.4	3.2	-4	5	-11	6	102	-1.4	-36	-76	8.0
COc1cccc(N(CC(=O)Nc2cccnc2)S(C)(=O)=O)c1	2.6	3.8	-4	-9	-30	-2	102	-1.4	3	-7	-0.5
COc1ccc(C/C(C)=N/NC(=S)Nc2ccc(C(C)C)cc2)cc1	4.4	2.2	-5	0	312	-7	108	1.7	-3	-29	0.5
CN(C)S(=O)(=O)c1ccc(NC(=O)c2ccccn2)cc1	4.8	5.1	5	-1	i	-5	118	-0.1	7	20	-1.6
CC(C)c1ccc(N(C(=O)c2csnn2)C(C(=O)NC(C)(C)C)c2cccnc2)cc1 (centres undefined)	0.1	3.1	-3	3	-9	-3	100	3.4	11	33	-2.1
COc1ccc(CC(=O)NC(C)CCc2ccccc2)cc1OC (centres undefined)	0.7	-0.5	-5	14	31	5	113	-1.9	12	-14	-2.5
O=C(NCc1ccc(Cl)cc1)C1CCCN(c2ncnc3c2nc2n3CCCCC2)C1 (centres undefined)	1.6	1.5	0	6	-10	0	113	1.9	12	23	-2.4
